Screens deposited in PubChem BioAssay by The Scripps Research Institute Molecular Screening Center.
SRC1 TRFRET art = TR-FRET detection interference compounds, primary screen, artefact control for PPARgamma SRC-1 recruitment agonists, biochemical, TR-FRET emission ratio | AID 1051, 2008 | TR-FRET ratio at 8 µM | TR-FRET detection artefact counter-screen; active compounds read high | 0.34% of 99,000 active; in the data active = TR-FRET ratio above about 2300; note: inactives centre near 1800
SRC3 TRFRET art = TR-FRET detection interference compounds, artefact control for PPARgamma SRC-3 recruitment agonists, biochemical, TR-FRET ratio; TR-FRET artefact counter-screen, PPARgamma/SRC-3 format; active compounds read high; TR-FRET ratio at 8 µM; 0.39% of 99,000 active; AID 1048, 2008; in the data active = TR-FRET ratio above about 2000; note: inactives centre near 1600
* marks the source's active call; other numbers are inactive results.

SMILES | SRC1 TRFRET art | SRC3 TRFRET art
CN(C(=O)CSc1nc2cc(Cl)ccc2c(=O)n1Cc1ccco1)C1CCS(=O)(=O)C1 (stereo not drawn) | 1853 | 1535
COc1cc(NC(=O)c2ccc([N+](=O)[O-])cc2)ccc1NC(=O)C(C)C | 1868 | 1711
COc1ccccc1-c1ccc(SCc2ccccc2F)nn1 | 1642 | 1520
Cc1cccc(NC(=O)CSc2nnc(C)c(=O)n2N)c1 | 1608 | 1772
O=C(O)c1cccnc1SCc1ccccc1Cl | 1921 | 1683
CSC1=N/C(=C\c2ccccc2C)C(=O)S1 | 1618 | 1311
CCOC(=O)c1sc(=NC(=O)/C=C/c2cccs2)n(C)c1C | 1781 | 1549
Cc1cc2c3c(c1C)C(=O)C(=O)N3C(C)(C)CC2C (stereo not drawn) | 1628 | 1513
CN(C)CCn1c(=S)[nH]c2ncccc2c1=O | 1949 | 1624
O=C(NCCN1C(=O)S/C(=C\c2ccc(F)cc2)C1=O)c1cccc(S(=O)(=O)N2CCOCC2)c1 | 1795 | 1457
c1coc(Cn2nnnc2CN2CCN(C3CCCCC3)CC2)c1 | 1877 | 1561
COc1ccc(C(=O)Oc2ccc(/C=N/NC(=O)Cc3ccc([N+](=O)[O-])cc3)cc2)cc1 | 1434 | 1238
COc1ccc(NC(=O)C(Sc2nnc3ccccn23)c2ccccc2)cc1Cl (stereo not drawn) | 1667 | 1681
Cc1ccccc1S(=O)(=O)Nc1nc2ccccc2nc1Cl | 2033 | 1754
O=C(CN(Cc1cccs1)C(=O)CNS(=O)(=O)c1ccc(F)cc1)NCC1CCCO1 (stereo not drawn) | 1684 | 1532
CCOC(=O)/C(=C\c1cn(C)c2ccccc12)[N+](=O)[O-] | 1878 | 1742
CC(=O)c1ccc(NC(=O)C(C)n2nc(-c3ccccc3)c3cc(Cl)ccc32)cc1 (stereo not drawn) | 1738 | 1567
O=Cc1ccc(Oc2cnccn2)cc1 | 1468 | 1515
CCOC(=O)N1CCC(NC(=O)CC(NS(=O)(=O)c2ccc(Cl)cc2)c2ccco2)CC1 (stereo not drawn) | 1786 | 1503
COCCn1c(SCC(=O)Nc2cc(C)on2)nc2ccccc21 | 1730 | 1832
CCc1ccc(S(=O)(=O)Nc2cccc(C3OCCCO3)c2)cc1 | 1964 | 1559
CCn1c(CC(=O)Nc2ccccc2OC)nnc1SCC(=O)Nc1ccccc1F | 1634 | 1617
Oc1ccc(/C=N\Nc2cc(N3CCOCC3)nc(N3CCOCC3)n2)c(O)c1 | 1889 | 1781
CCN(CC)S(=O)(=O)c1ccc(N2CCOCC2)c(NC(=O)c2ccc3ccccc3c2)c1 | 1783 | 1594
COc1ccc(C(=O)O)cc1S(N)(=O)=O | 1701 | 1489
O=C(O)c1ccccc1SCc1cn2cc(Cl)ccc2n1 | 1678 | 1584
CCN(CC(=O)Nc1ccc(N2CCOCC2)cc1)C(=O)COc1ccccc1OC | 1742 | 1592
CC(Sc1nc2ccccc2o1)C(=O)O (stereo not drawn) | 1654 | 1301
CC(NC(=O)C(C)N1C(=O)C2C3CC(C(Br)C3Br)C2C1=O)c1ccccc1 (stereo not drawn) | 1758 | 1671
Cc1ccc2[nH]c3c(=O)n(N)c(C)nc3c2c1 | 1838 | 1695

Reformatted in CSV form: part of the list above.
SMILES,SRC1 TRFRET art,SRC3 TRFRET art
CC(=O)c1ccc(NC(=O)C(C)n2nc(-c3ccccc3)c3cc(Cl)ccc32)cc1 (stereo not drawn),1738,1567
O=Cc1ccc(Oc2cnccn2)cc1,1468,1515
CCOC(=O)N1CCC(NC(=O)CC(NS(=O)(=O)c2ccc(Cl)cc2)c2ccco2)CC1 (stereo not drawn),1786,1503
COCCn1c(SCC(=O)Nc2cc(C)on2)nc2ccccc21,1730,1832
CCc1ccc(S(=O)(=O)Nc2cccc(C3OCCCO3)c2)cc1,1964,1559
CCn1c(CC(=O)Nc2ccccc2OC)nnc1SCC(=O)Nc1ccccc1F,1634,1617

Back to the main list with the 4 entries that preceded the break.
SMILES | SRC1 TRFRET art | SRC3 TRFRET art
CCN(CC(=O)Nc1ccc(N2CCOCC2)cc1)C(=O)COc1ccccc1OC | 1742 | 1592
CC(Sc1nc2ccccc2o1)C(=O)O (stereo not drawn) | 1654 | 1301
CC(NC(=O)C(C)N1C(=O)C2C3CC(C(Br)C3Br)C2C1=O)c1ccccc1 (stereo not drawn) | 1758 | 1671
Cc1ccc2[nH]c3c(=O)n(N)c(C)nc3c2c1 | 1838 | 1695
CCc1ccc2c(c1)[C@H]1OCC[C@H]1[C@@H](c1cccs1)N2 | 1754 | 1647
Cc1noc2ncnc(N3CCN(c4ccc(F)cc4)CC3)c12 | 1890 | 1611
O=C(O)C1CC=CCC1C(=O)NNS(=O)(=O)c1ccccc1 (stereo not drawn) | 1977 | 1575
COc1cc(CN(C)C(C)C(=O)Nc2ccc([N+](=O)[O-])cc2Cl)ccc1OC(F)F (stereo not drawn) | 1885 | 1591
CCn1c(=O)cc(N2CCOCC2)[nH]c1=O | 1815 | 1501
CC(C)(C)c1ccc(C(=O)NNC(=O)C2CCCCC2)cc1 | 1659 | 1704
Cc1ccc2nsnc2c1NC(=O)c1cncc(Br)c1 | 1628 | 1486
COC(=O)c1cc(NC(=O)C2CCCN(S(=O)(=O)c3c(C)n[nH]c3C)C2)cc(C(=O)OC)c1 (stereo not drawn) | 1777 | 1710
Cc1ccc(-n2ncc3c(=O)n(CC(=O)NCc4ccco4)cnc32)cc1C | 1556 | 1370
COc1cc(/C=N/NC(=S)Nc2cccc(S(=O)(=O)N(C)C)c2)ccc1O | 1894 | 1700
Cc1ccc(C(=O)c2c(NC(=O)CSc3nnc(N)s3)sc3c2CCCC3)cc1 | 1863 | 1720
Cc1oc2c(c1C(=O)N1CCOCC1)C(=O)c1ccccc1C2=O | 1630 | 1558
CN1CCN(c2ccccc2NC(=O)c2ccc(N3CCCC3)c([N+](=O)[O-])c2)CC1 | 1499 | 1455
CC1=C(C(=O)OCc2ccccc2)C(c2ccc(Cl)cc2Cl)NC(=O)N1CCCCCC(=O)O (stereo not drawn) | 1588 | 1601
C=CCc1cc(OC)ccc1OCCOCCN1CCc2ccccc2C1 | 1824 | 1469
COc1ccc([N+](=O)[O-])cc1NC(=O)C(C)OC(=O)/C=C/c1ccco1 (stereo not drawn) | 1749 | 1420
CN1C(=O)c2ccc(N3CCCC3)cc2C1=O | 2013 | 1653
Cc1ccc(S(=O)(=O)NC(=S)NC2CCCCC2)cc1 | 1777 | 1682
COc1ccccc1NS(=O)(=O)c1cc(NC(=O)c2ccc(=O)[nH]c2)ccc1N1CCOCC1 | 1781 | 1647
O=C(CCl)N(c1ccccc1)C1CCS(=O)(=O)C1 (stereo not drawn) | 1611 | 1504
CSc1cccc(NC(=O)CCCOc2ccccc2)c1 | 1740 | 1489
COc1ccc(NC(=O)CN(C)Cc2c(F)cccc2Cl)cc1S(=O)(=O)N1CCCCC1 | 1867 | 1596
O=c1[nH]c(CSc2nc3ccccc3o2)nc2c1cnn2-c1ccccc1 | 1994 | 1834
COc1cc(/C=C(\C#N)C(=O)NC2CCCCC2)ccc1OCc1ccc(C(=O)O)cc1 | 1990 | 1686
Cc1ccccc1CC1(CO)CCCN(C(=O)CCCN2CCCCC2=O)C1 (stereo not drawn) | 1563 | 1526
CC(C)n1c(/C=C/c2ccccc2)nc2ccccc21 | 1862 | 1532
CN1N=C(C(=O)Nc2ccc3c(c2)CCC3)CCC1=O | 1703 | 1413
CN(CC(=O)NCCc1ccccc1)S(=O)(=O)c1cccc2nsnc12 | 1915 | 1774
COc1cccc(N=C2SC(CC(=O)Nc3ccccc3)C(=O)N2Cc2ccccn2)c1 (stereo not drawn) | 1999 | 1588
CCOC(=O)c1c(C(=O)OCC)c(C)n(CCc2ccccc2)c1C | 1808 | 1680
CC(=O)c1nn(-c2cccc(Br)c2)cc1C(=O)c1ccc(Cl)cc1 | 1615 | 1454
COc1ccc(C2=C/C(=C\c3ccc(OC(C)=O)cc3)C(=O)O2)cc1 | 1849 | 1386
CC(OC(=O)C1CC1)C(=O)Nc1cc(C(F)(F)F)ccc1Cl (stereo not drawn) | 1678 | 1586
COc1ccc2nc(Nc3nc(-c4cc5ccccc5oc4=O)cs3)sc2c1 | 1648 | 1543
O=C(NNC(=S)NC1CCCCC1)c1cccs1 | 1812 | 1539
COCCN(C(=S)Nc1ccc(OC)c(Cl)c1)C1CCN(C(C)C)CC1 | 1975 | 1886
O=Cc1cn(-c2ccccc2)nc1-c1cccnc1 | 1820 | 1651
COc1ccc(CN2CCCC(C(=O)c3ccc(Cl)cc3)C2)cc1Cn1cncn1 (stereo not drawn) | 1759 | 1479
CCc1nc(N=Nc2c(O)[nH]c3ccccc23)c2c3c(sc2n1)CCC3 | 1853 | 1466
CC(C)(C)n1nnnc1C(c1cccc(C(F)(F)F)c1)N1CCC(O)CC1 (stereo not drawn) | 1648 | 1513
O=c1cc(O)c2sc(Nc3ccc(F)c(Cl)c3)nc2[nH]1 | 2189 | 1744
Cc1ccc2nc(SC(C(=O)Nc3ccc(F)cc3)c3ccccc3)[nH]c2c1 (stereo not drawn) | 1882 | 1708
O=C(NN1C(=O)c2ccccc2C1=O)C1C2CCCCC21 (stereo not drawn) | 1700 | 1222
COc1ccc(C2=NNC(c3cccnc3)=Nc3ccccc32)cc1 | 1907 | 1622
Cc1ccc(-c2ccc3nnc(SCC(=O)NCC4CCCO4)n3n2)cc1 (stereo not drawn) | 2080 | 1562
N#Cc1nc(-c2cccs2)oc1NCc1ccc(Cl)cc1 | 1790 | 1585
COc1ccc(C2C3=C(CCCC3=O)Nc3ccc4ncccc4c32)cc1OC (stereo not drawn) | 1862 | 1640
Cc1c(C(=O)NCc2cccnc2)sc2nc(-c3ccc(F)cc3)cn12 | 1715 | 1623
Fc1ccc2c(c1)C(c1ccncc1)=NNC(c1ccc(Br)cc1)=N2 | 1664 | 1463
CSCCC(NC(=O)c1ccccc1)C(=O)N/N=C(\C)c1ccccc1 (stereo not drawn) | 1908 | 1557
COc1ccc(O)c(/C=C(\C#N)C(=O)Nc2cccnc2)c1 | 1832 | 1625
Oc1c(Br)cc(Cl)cc1C=Nc1ccccc1Br | 1919 | 1618
COc1ccc(Cl)cc1NC(=O)Nc1ccccc1C(N)=O | 1684 | 1518
COc1ccc(-c2nnc(SCC(=O)N/N=C/c3ccccc3C(=O)O)n2-c2ccccc2)cc1 | 1711 | 1491
CC(=O)Nc1ccc(OCC(O)CN2CCCCC2C)cc1 (stereo not drawn) | 1811 | 1558
CCOc1cc(/C=C/C(=O)c2ccc(C)cc2)ccc1OCC(=O)N(C)C | 1518 | 1334
Cc1ccc(-n2cc(CNCCN3CCOC3=O)c(-c3ccc(F)cc3)n2)cc1 | 2096 | 1683
COC(=O)C1=C(C)NC(C)=C(C(=O)OC)C1C(=O)OCC(=O)c1ccc(F)cc1 | 1751 | 1602
CC(=O)N=Nc1[nH]c(N)c2ccccc12 | 1857 | 1518
O=C(c1ccc(Cl)c(S(=O)(=O)N2CCCCCC2)c1)N1CCN(c2ccccc2O)CC1 | 1624 | 1447
The list continues:
SMILES | SRC1 TRFRET art | SRC3 TRFRET art
O=C(CCCN1C(=O)c2cccnc2C1=O)Nc1ccc(Br)cc1 | 1661 | 1273
CC1CC(=O)N(CC(=O)N2CCCC2)c2ccccc2S1 (stereo not drawn) | 1606 | 1479
O=C(NCc1cccs1)C12CC3CC(CC(C3)C1)C2 | 1666 | 1546
NC(=S)N=Nc1c(O)n(CCCl)c2ccccc12 | 1859 | 1596
COCCNC(=O)NC(=O)COC(=O)C1(c2ccc(Cl)cc2)CC1 | 1709 | 1514
CCSC1=N/C(=C\c2ccccc2)C(=O)N1 | 1925 | 1741
CCN1CCCC1CN(Cc1cc2ccc(C)cc2[nH]c1=O)C(=S)Nc1ccccc1C(=O)OC (stereo not drawn) | 1895 | 1788
Cc1nc(N2CCN(S(=O)(=O)c3ccc(F)cc3)CC2)c2c(-c3cccs3)csc2n1 | 3173* | 2853*
COCCn1c(SCc2nc3scc(-c4ccc(Cl)cc4)c3c(=O)[nH]2)nnc1-c1cccc(C)c1 | 1883 | 1654
CCCCNC(=O)CSc1nnc(NC(C)=O)s1 | 1827 | 1667
Cc1ccc(C(=O)N2CCN(S(=O)(=O)c3ccccc3[N+](=O)[O-])CC2)o1 | 1742 | 1471
CCN(CC(=O)Nc1ccccc1OC)CC(=O)Nc1sccc1C#N | 1890 | 1569
CC(C)(C)NC(=O)C(c1ccc(O)cc1)N(C(=O)Cn1nnc(-c2ccc(F)cc2)n1)c1ccccc1F (stereo not drawn) | 1696 | 1566
OC1CCCN(c2c3c(nc4cc(-c5cccc(F)c5)nn24)CCCC3)C1 (stereo not drawn) | 1867 | 1406
CN1C(=O)C(O)(CC(=O)c2cccs2)c2ccccc21 (stereo not drawn) | 1646 | 1648
COCC1CCCN(C(=O)c2ccc(OC3CCN(Cc4ccccn4)CC3)cc2)C1 (stereo not drawn) | 1729 | 1422
COc1ccc(S(=O)(=O)c2cnc3ccc(OC)cc3c2N2CCC3(CC2)OCCO3)cc1 | 1623 | 1529
CCN(CC)CC#CC(O)(c1ccccc1)c1ccccc1 | 2102 | 1628

Shown with each value named: 4 of the compounds above
O=C(CCCN1C(=O)c2cccnc2C1=O)Nc1ccc(Br)cc1
  SRC1 TRFRET art: 1661
  SRC3 TRFRET art: 1273
CC1CC(=O)N(CC(=O)N2CCCC2)c2ccccc2S1 (stereo not drawn)
  SRC1 TRFRET art: 1606
  SRC3 TRFRET art: 1479
O=C(NCc1cccs1)C12CC3CC(CC(C3)C1)C2
  SRC1 TRFRET art: 1666
  SRC3 TRFRET art: 1546
NC(=S)N=Nc1c(O)n(CCCl)c2ccccc12
  SRC1 TRFRET art: 1859
  SRC3 TRFRET art: 1596

The list is partial, so the mix of outcomes need not match the whole.
